Source: PubChem
APJ ag = agonists of human APJ apelin receptor; CHO-K1 APJ PathHunter beta-arrestin, luminescence; 0% DMSO wells, 100% apelin; activation, % at 20 µM; P35414; 330,000 tested, 0.11% active;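 active = activation more than six SD over the plate average, tested at 20 µM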;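 note: 0% = DMSO alone and 100% = apelin-13 at 10 nM; some results filed as inactive read as strong as hits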
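Assay system – PathHunter CHO-K1 APJ (AGTRL-1) beta-arrestin reporter cells · Compound – one dose, 20 µM compound, 1% DMSO · Timing – compound 90 min 25 °C, reagent 1 h · Measured by – luminescence from split beta-galactosidase complementation, Galacton Star/Emerald II substrate · Measure – beta-arrestin recruitment to APJ as agonist activity, luminescent signal · Benchmarks – DMSO vs Apelin-13 10 nM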
ATG4B inh = ATG4B (human) cysteine protease inhibition; Q9Y4P1; ATG4B cleavage of LC3-PLA2, NBD-HPC fluorescence, 1 h; inhibition, % at 8.33 µM; 340,000 tested, 0.51% active; in the data active = inhibition above about 40%
UBC13 polyUb = inhibitors of human UBC13 polyubiquitin chain formation | P61088 | TR-FRET | inhibition, % at 20 µM | 330,000 tested, 0.47% active; in the data active = inhibition above about 45%, passing the limit was not always enough
Target sequence (P61088 whole entry, looked up): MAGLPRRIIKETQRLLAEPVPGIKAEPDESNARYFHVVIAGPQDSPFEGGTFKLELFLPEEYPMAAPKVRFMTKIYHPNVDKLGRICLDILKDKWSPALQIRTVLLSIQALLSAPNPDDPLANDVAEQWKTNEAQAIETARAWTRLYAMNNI
CCR6 antag = blocks CCL20-driven beta-arrestin recruitment at human CCR6 | CHO-K1 CCR6 PathHunter beta-arrestin, luminescence, CCL20-stimulated | inhibition, % at 20 µM | 340,000 tested, 0.49% active | AID 493098;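 active = compounds whose inhibition of the agonist-driven luminescence signal at 20 µM reaches about 50%, limit read from the data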;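 note: cells stimulated with CCL20 at 14 nM final; plate controls were DMSO with CCL20 for no effect and DMSO without agonist for full effect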
CXCR6 inh = blocks human CXCR6 beta-arrestin recruitment; AID 602244; CHO-K1 PathHunter CXCR6 beta-arrestin, luminescence; O00574; inhibition, % at 20 µM; 360,000 tested, 0.36% active; in the data active = inhibition above about 34%, passing the limit was not always enough;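 note: antagonist mode with CXCL16 agonist at 10 nM final; 0% = 10 nM CXCL16 with DMSO and 100% = unstimulated wells without agonist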
Target sequence (O00574 whole entry, looked up): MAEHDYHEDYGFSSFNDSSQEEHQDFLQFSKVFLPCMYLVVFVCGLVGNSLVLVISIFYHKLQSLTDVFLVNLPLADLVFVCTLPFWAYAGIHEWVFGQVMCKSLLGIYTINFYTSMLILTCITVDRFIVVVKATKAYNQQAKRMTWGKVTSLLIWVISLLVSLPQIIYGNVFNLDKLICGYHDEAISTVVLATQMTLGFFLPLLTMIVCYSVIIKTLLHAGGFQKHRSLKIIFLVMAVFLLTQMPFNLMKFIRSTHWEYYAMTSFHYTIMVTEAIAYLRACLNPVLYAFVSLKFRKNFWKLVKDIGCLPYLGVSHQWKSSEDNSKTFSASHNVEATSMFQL
APJ antagonist = APJ receptor antagonism | AID 2521 | CHO-K1 APJ beta-arrestin complementation, luminescence | 330,000 tested, 0.32% active | inhibition, % at 20 µM | P35414;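 active = inhibition above about 40% at 20 µM, limit read from the data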;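 note: cells challenged with 10 nM apelin-13 agonist together with compound; plate controls were apelin-13 plus DMSO wells for no effect and DMSO wells lacking apelin-13 for full effect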
Gli-Sufu block = blocks Gli-Sufu signaling in a luciferase reporter. inhibition, % at 5 µM. Sufu-KO-LIGHT fibroblasts, Gli luciferase reporter luminescence. AID 588413. 340,000 tested, 0.74% active;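 active = inhibition above about 55%, limit read from the data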;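 note: 0% = DMSO-treated cells and 100% = wells with medium but no cells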
EBI2 antag = blocks human EBI2 receptor beta-arrestin signaling; P32249; EBI2 beta-arrestin recruitment, luminescence, 7a,25-OHC stimulated; 360,000 tested, 0.81% active; inhibition, % at 5 µM; in the data active = inhibition above about 38%;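 note: enzyme fragment complementation signal reports receptor beta-arrestin coupling in cells; 0% = agonist plus DMSO wells and 100% = wells without agonist; some results beyond the cut were filed as inactive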
Target sequence (P32249 whole entry, looked up, the tested form may be a part): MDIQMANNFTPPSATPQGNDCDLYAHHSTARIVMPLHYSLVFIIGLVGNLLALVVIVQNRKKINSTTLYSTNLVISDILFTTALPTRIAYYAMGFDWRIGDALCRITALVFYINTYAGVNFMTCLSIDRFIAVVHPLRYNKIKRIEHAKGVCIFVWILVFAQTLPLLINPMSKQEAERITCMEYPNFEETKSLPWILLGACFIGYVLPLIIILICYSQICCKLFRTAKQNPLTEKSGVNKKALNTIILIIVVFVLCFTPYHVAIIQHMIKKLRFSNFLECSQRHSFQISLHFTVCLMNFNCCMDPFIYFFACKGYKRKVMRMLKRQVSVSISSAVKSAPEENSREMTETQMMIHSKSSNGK
Numbers without * were called inactive; . = no result given. An unsorted share of the library, and some 3% of all compounds hit somewhere here.

item	Molecule	CCR6 antag	ATG4B inh	CXCR6 inh	Gli-Sufu block	UBC13 polyUb	APJ antagonist	EBI2 antag	APJ ag
1	O=C(C=Cc1ccco1)c1ccc2ccccc2c1	17.3	6.5	5.6	-86.0	.	.	8.9	.
2	Cc1ccc(CNC(=O)CSc2nc3ccccc3[nH]2)cc1	7.2	4.2	0.5	-0.1	0.5	-7.6	3.2	-2.3
3	CCCC1C(c2ccc(OC)cc2)C(C#N)(C#N)C2(C#N)CC1(N)NC2=O (configuration not stated)	-2.9	7.3	0.0	0.8	3.8	6.2	-6.7	-3.7
4	CCN(CC(=O)Nc1c(F)cccc1F)C(=O)C1CCCN(C(=O)c2ccc(Cl)cc2)C1 (configuration not stated)	10.0	0.9	2.9	5.5	3.1	2.3	4.4	-2.6
5	CCOC(=O)c1c(C)[nH]c(C)c1C(=O)COC(=O)c1cccnc1OCC	0.8	-4.9	8.1	2.3	7.6	7.3	7.7	-0.7
6	COC(=O)C1(Cc2cc(-c3ccc([N+](=O)[O-])cc3)no2)CCN(C(=O)OC(C)(C)C)CC1	-11.8	-7.3	-45.5	2.5	9.7	-11.6	4.6	4.8
7	CN(CC(=O)Nc1ccc(OC(F)(F)F)cc1)C(=O)/C=C/c1cc2c(cc1[N+](=O)[O-])OCO2	2.2	-47.6	-7.5	-1.9	-9.4	1.7	3.2	-3.5
8	Cc1cc(C)c2oc(C(=O)NCCc3ccc(S(N)(=O)=O)cc3)cc(=O)c2c1	-3.3	-0.1	-1.3	2.4	9.0	-28.6	0.1	-3.2
9	N=c1c(C(=O)NCCN2CCOCC2)cc2c(=O)n3ccccc3nc2n1CCc1ccccc1	27.3	-2.5	4.3	0.8	-14.8	37.5	10.7	-3.3
10	CC(C)NS(=O)(=O)c1ccc2c(c1)NCC2	5.9	12.8	-2.7	-2.0	-2.5	-14.4	-6.9	-1.9
11	CCc1ccc(-c2cc(C)no2)cc1S(=O)(=O)N1CCOc2ccc(C)cc21	19.9	-7.3	9.5	10.1	-1.3	0.6	38.3	-4.5
12	O=C(N/N=C/c1ccccc1[N+](=O)[O-])c1cnccn1	3.9	-10.1	-2.1	39.8	-2.4	3.5	-8.5	0.1
13	O=C(Nc1cccc(Cl)c1N1CCCC1)c1ccc([N+](=O)[O-])o1	-5.0	2.8	-4.9	-7.3	-2.8	-28.8	8.0	6.8
14	CCNC(=O)c1ccc(NC(=O)CC2SC(N3CCCC3)=NC2=O)cc1 (configuration not stated)	9.0	0.1	-2.2	-4.4	-4.9	-34.2	-0.8	12.6
15	CNC(=O)c1nc[nH]c1C(=O)NC	1.5	-14.8	-8.0	7.1	1.6	4.8	-2.7	0.9
16	CCOCCCNC(=O)CCc1ccc(S(=O)(=O)Nc2ccc(C)cc2)cc1	-4.1	-0.2	-1.9	14.9	3.6	2.2	1.1	-3.6
17	COC(=O)C(CCCN1C(=O)c2ccccc2C1=O)(NC(C)=O)c1nnn(C)n1 (configuration not stated)	-2.0	-6.1	3.9	-5.7	1.6	6.7	-9.7	-2.7
18	CC(C)CN(C#N)c1nc(N2CCOCC2)nc(N2CCOCC2)n1	4.9	-5.7	7.7	1.5	2.1	-2.0	-1.4	4.1
19	Cc1nc2ccccc2c(=O)n1-c1ccc(NS(=O)(=O)c2ccccc2)cc1	13.9	0.5	-6.5	4.5	-4.4	-8.6	-4.2	-3.0
20	O=C(Nc1ccc(NC(=O)c2ccc(Cl)cc2Cl)cc1)c1ccc2c(c1)OCO2	5.6	0.9	-1.7	-16.0	0.3	-5.7	4.7	-4.0
21	CC1CCCC(C)N1S(=O)(=O)c1ccc(NC(=O)CNC2CCCC2)cc1 (configuration not stated)	18.0	-4.1	-1.5	-12.3	1.5	8.6	-8.0	3.1
22	Cc1cc(C)n2nc(C(=O)Nc3nccs3)nc2n1	12.7	1.7	4.0	-39.4	5.7	-23.3	-8.0	-0.3
23	O=C(Cn1nnc2c(cnn2-c2ccccc2)c1=O)N1CCN(c2ccccc2F)CC1	14.6	-8.7	2.9	2.9	-6.9	9.2	-2.8	-6.1
24	O=C(N/N=C/c1ccsc1)c1cc(-c2cccs2)nc2ccccc12	-1.2	-0.3	-5.8	-7.0	-10.0	-10.1	4.8	4.4
25	CCOC(=O)c1sc(=S)sc1SCc1cccc(C(F)(F)F)c1	10.6	-2.5	0.7	-8.8	-6.4	8.6	6.4	-3.4
26	CCn1cc(C(=O)NCc2cccnc2)c2cc(OC)c(OC)cc2c1=O	7.8	-10.9	4.6	0.2	-4.8	-19.6	-1.0	-2.3
27	CC(=O)c1sc(NC(=O)c2cccc(N3C(=O)CCC3=O)c2)nc1-c1ccccc1	12.7	1.1	6.7	-2.5	7.2	6.4	-2.1	-4.1
28	Cc1ccc(S(=O)(=O)c2nnn3c2nc(N2CCOCC2)c2ccccc23)cc1C	2.6	-9.2	4.6	14.4	0.5	24.1	11.5	2.3
29	CC(C)OC(=O)CSc1nnc(CNc2nc(-c3ccccc3)cs2)n1C	31.5	-8.1	-4.9	-0.8	5.3	21.6	2.5	-2.5
30	COc1ccccc1/C=C/C=N/N1CCN(Cc2ccc(Cl)cc2)CC1	11.9	-11.5	-2.5	7.2	8.7	2.0	9.6	-1.1
31	CCc1nnc(NC=C2C(=O)OC(C)(C)OC2=O)s1	6.0	2.0	0.9	1.8	2.6	-11.6	-1.6	-1.7
32	CC(=O)c1cnc2nc(SCc3ccccc3)nn2c1C	12.3	-8.7	16.0	2.8	-1.2	0.1	-4.6	-0.6
33	CN(C)S(=O)(=O)c1ccc(C(=O)OCC(=O)c2ccc3c(c2)NC(=O)CO3)cc1	14.1	-8.2	11.7	5.1	6.2	8.0	0.5	-2.7
34	CC(=O)N/C(=C\c1ccccc1)C(=O)OCC(=O)c1ccccc1	2.2	-8.7	-3.3	-1.1	0.3	16.0	-9.9	-1.9
35	O=S(=O)(c1ccccc1)c1cc(O)ccc1O	-8.5	4.1	-5.5	0.9	2.7	-24.7	-14.3	1.1
36	CC1=CC(c2ccccc2)n2ncnc2N1 (configuration not stated)	-0.4	-3.2	9.7	-11.2	6.9	-78.3	10.9	1.7
37	O=C(O)C1OC(C(=O)O)C2C1C(F)(F)C2(F)F (configuration not stated)	-5.1	-10.5	5.7	1.6	2.5	-9.4	-8.9	-1.5
38	CCN(C(=O)COC(=O)c1cccnc1SC)c1c(N)n(Cc2ccccc2)c(=O)[nH]c1=O	-3.2	-15.2	-4.7	7.2	5.3	21.3	-5.0	-2.3
39	COc1ccc(C)c2sc(N(CCN(C)C)C(=O)/C=C/c3cccs3)nc12	10.7	-13.3	-12.6	-10.8	10.3	6.8	-9.2	-0.6
40	CN1CCN(C(=O)c2cn(-c3ccccc3)nc2-c2cccs2)CC1	2.0	-1.2	-5.6	-1.7	5.5	11.3	-7.3	0.5
41	COC(=O)[C@]1(C)CCC[C@@]2(C)C3CC[C@@]4(C)C[C@]3(CCC21)CC(=O)N4Cc1ccc(OC)cc1 (some centres not stated)	28.5	1.0	11.8	13.8	-7.2	1.4	17.0	-1.5
42	O=C(CCC1COc2ccccc2O1)Nc1ccc(Cl)cn1 (configuration not stated)	23.4	-2.7	-9.6	-9.6	1.9	-12.9	7.0	-1.6
43	O=C(CCS(=O)(=O)c1ccc(Cl)cc1)Nc1ccccc1Br	-1.0	2.5	-7.0	22.7	7.7	3.5	-3.0	-3.3
44	COc1ccc(C(=O)NNC(=O)Cc2ccc(-c3ccccc3)cc2)cc1OC	-7.7	-10.2	0.3	11.7	-0.3	-9.2	38.6	5.0
45	O=C1CSC(c2cccnc2)N1c1cccc(Cl)c1 (configuration not stated)	0.7	-0.8	-5.3	1.6	9.4	-0.8	3.1	-2.6
46	COC(=O)c1ccc(NC(=O)CCc2nnc3ccc(N4CCC5(CC4)OCCO5)nn23)cc1	8.3	-6.0	-11.3	-9.2	-2.2	-0.2	-1.5	-2.3
47	CCC(C)N(NC(C)=O)c1nc(Cl)nc(NC(C)C)n1 (configuration not stated)	-11.6	-8.8	0.5	2.9	-9.1	5.5	-7.4	-2.9
48	O=C(/C=C/c1ccccc1[N+](=O)[O-])OCC(=O)c1ccccc1	-7.4	38.2	6.8	6.9	4.9	3.9	-4.2	1.4
49	C=CCNCCOCCOc1ccc(C)cc1Br	1.3	4.1	0.2	0.5	-3.7	5.0	-0.1	1.1
50	COc1ccc(C2C(C(=O)c3ccco3)=C(O)C(=O)N2CCc2ccccc2)cc1OC (configuration not stated)	-3.4	-3.6	6.0	-0.6	-14.1	-4.6	2.5	-5.0
51	CC(=O)c1sc(NC(=O)c2ccccc2C)nc1C	14.8	-6.8	6.2	-28.9	4.9	-6.9	13.4	-2.1
52	O=C1CC(Nc2ccc(N3CCOCC3)cc2)C(=O)N1c1ccccc1F (configuration not stated)	0.9	-12.7	-3.1	1.6	-3.4	-8.6	-9.9	1.4
53	Oc1[nH]c2ccccc2c1C1=NCCCC1	15.6	-6.1	-0.5	23.8	-2.4	1.4	-17.3	-2.6
54	CCOP(=O)(O)c1ccccc1OCCOc1ccccc1P(=O)(O)OCC	-4.9	3.8	-4.4	-16.0	7.6	12.9	-9.5	3.4
55	Cc1ccc(-c2ccc(=O)n(CC(=O)NCc3ccco3)n2)cc1	-6.3	-3.2	-2.5	-7.8	-4.5	13.6	6.5	-3.5
56	CC1=C(C(=O)Nc2ccccc2C)C2(CCCC2)C(C(N)=O)C(=O)N1 (configuration not stated)	8.2	6.2	-0.8	-1.0	19.3	1.6	-8.5	-5.1
57	CCCS(=O)(=O)c1nc(S(=O)(=O)c2ccc(C)cc2)c(NCc2ccco2)s1	11.7	32.5	5.0	1.8	-6.5	5.2	9.3	-2.6
58	NC(=O)c1ccsc1NC(=O)COC(=O)CSc1ccc(Cl)cc1	-5.7	-7.1	-1.3	3.5	4.8	-4.1	-11.3	1.7
59	CC1CN(C(=O)c2cc3cc([N+](=O)[O-])ccc3s2)CC(C)O1 (configuration not stated)	10.4	2.0	-6.0	2.7	-10.1	3.1	-0.8	-1.9
60	Nc1c(C(=O)O)sc2nc(-c3ccccc3)cc(-c3ccc(F)cc3)c12	15.0	9.4	1.4	-4.0	-3.0	-9.7	0.4	-3.6

(continued)
item	Molecule	CCR6 antag	ATG4B inh	CXCR6 inh	Gli-Sufu block	UBC13 polyUb	APJ antagonist	EBI2 antag	APJ ag
61	CC(=O)c1ccc(N2C(=NC(=O)C3CCCO3)SC3CS(=O)(=O)CC32)cc1 (configuration not stated)	-0.4	-3.6	-4.7	-11.1	5.5	1.4	-11.7	0.0
62	Nn1c(COc2ccccc2)nc2ccccc2c1=O	3.8	-3.0	-9.5	9.2	4.0	7.8	5.4	-0.8
63	Cc1cc(=O)oc2cc(OCC(=O)N3CCN(c4ccccc4)CC3)ccc12	4.5	-2.1	3.3	6.1	2.3	-22.4	0.5	-3.8
64	Cc1nc(C(F)(F)F)nc(Nc2ccc(N=Nc3ccccc3)cc2)c1C#N	13.2	4.4	-2.2	-13.9	-0.4	8.3	-1.8	-1.5
65	Cc1cc(-c2n[nH]c(=S)n2CC(C)C)cs1	-10.2	-2.4	-5.4	-30.1	-7.3	4.8	-6.7	-1.1
66	COc1ccc(S(=O)(=O)Cc2ccc(C(=O)NCc3ccco3)o2)cc1	3.0	-2.9	-1.6	10.0	-2.0	-5.6	-4.7	-3.1
67	Cc1cc(C(=O)COC(=O)CC2Sc3ccccc3NC2=O)c(C)n1-c1ccccc1 (configuration not stated)	9.9	3.0	4.8	-6.1	-0.5	15.4	-0.6	-2.1
68	CC1(C)CC(=O)c2c(n(-c3cccc4ccccc34)ccc2=O)C1	21.5	-5.0	-2.2	10.2	-0.3	-5.2	-5.6	-0.9
69	COc1ccc(CNC(=O)C(OC(=O)c2ccco2)c2ccccc2F)cc1 (configuration not stated)	12.5	-1.1	-12.4	-9.4	2.5	-9.5	-9.9	0.5
